TAG inh: triacylglycerol accumulation inhibition; H9c2 cells, Nile Red lipid (TAG) fluorescence; cells loaded with 200 µM oleic acid; inhibition, % at 12.5 µM; 230,000 tested, 0.66% active; AID 651582;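 active = pattern-corrected inhibition of lipid staining of at least 50% with the nuclear-stain viability signal not falling by more than 50%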;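 note: 0% = DMSO wells and 100% = triacsin C control wells; some results filed as inactive read as strong as hits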
TAG inh DAPI viability: second read-out of TAG inh, no call of its own (marks repeat the call); DAPI nuclei signal change (viability), lower = more cytotoxic, %;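 whole-well DAPI fluorescence read on a plate reader as a viability signal; minus 50 percent equals half of cells still viable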
* marks the source's active call; other numbers are inactive results.

How did COC(=O)[C@@]12CCCN1[C@H](c1ccc(-c3ccccc3)cc1)[C@H]1C(=O)N(C)C(=O)[C@H]12 do in these assays?
TAG inh: 6; TAG inh DAPI viability: -4

What do the screens show for `Cc1ccc2c(c1)N(C(=O)CCC(=O)NCc1ccccc1)CC(C)O2` (stereo not drawn)?
TAG inh: -7; TAG inh DAPI viability: -6

Results for NS(=O)(=O)c1ccc(S(=O)(=O)N2CCCC(c3ccccc3)C2)cc1 (stereo not drawn) ?
TAG inh: -2; TAG inh DAPI viability: 11

Results for COc1cccc(C2=NN(C(=O)C3CC3)C(O)(C(F)(F)F)C2)c1 (stereo not drawn) ?
TAG inh: -7; TAG inh DAPI viability: 1

How did O=C(c1ccco1)N1CCN(C(c2ccccc2)c2nnnn2C2CCCC2)CC1 (stereo not drawn) do in these assays?
TAG inh: -7; TAG inh DAPI viability: -5

How did Cc1ccccc1NC(=O)CSc1n[nH]c(-c2ccccn2)n1 do in these assays?
TAG inh: 14; TAG inh DAPI viability: -1

How did COc1ccc(N2CCN(C(=O)CSc3nnc(NC(=O)C4CCC4)s3)CC2)cc1 do in these assays?
TAG inh: 1; TAG inh DAPI viability: -5

Results for Cc1c(Cl)cccc1NC(=O)C1NC(=O)CC1c1ccccc1 (stereo not drawn) ?
TAG inh: -2; TAG inh DAPI viability: 8

What do the screens show for `Cc1ccccc1N1CCN(C2CCCN(C(=O)CCN3CCCCO3)C2)CC1` (stereo not drawn)?
TAG inh: 11; TAG inh DAPI viability: -1

Results for O=C(COC(=O)c1ccc(F)cc1F)Nc1cccc(S(=O)(=O)N2CCOCC2)c1 ?
TAG inh: 1; TAG inh DAPI viability: 5

What do the screens show for `CCOc1cccc(OCCOCCN(C)C)c1`?
TAG inh: -1; TAG inh DAPI viability: -1

How did Cc1cc(C)cc(C(=O)NC(CC(N)=O)c2ccc(N3CCC(Br)CC3)c([N+](=O)[O-])c2)c1 (stereo not drawn) do in these assays?
TAG inh: -6; TAG inh DAPI viability: -6

What do the screens show for `O/N=C/c1ccccc1OCc1ccccc1Cl`?
TAG inh: -11; TAG inh DAPI viability: -1

How did CCCn1nc(C(=O)OCC(=O)Nc2cccc(S(N)(=O)=O)c2)c2ccccc2c1=O do in these assays?
TAG inh: 8; TAG inh DAPI viability: -1

How did O=C(Cc1n[nH]c(=O)c2ccccc12)N1CCN(c2ccc(F)cc2)CC1 do in these assays?
TAG inh: 1; TAG inh DAPI viability: 0

Results for Cc1cc(C(=O)OCC(=O)c2c(N)n(C)c(=O)n(C)c2=O)c(C)o1 ?
TAG inh: 6; TAG inh DAPI viability: 9

What do the screens show for `COc1cccc(NC(=O)CCNS(=O)(=O)c2cccc3nsnc23)c1`?
TAG inh: -2; TAG inh DAPI viability: -13

What do the screens show for `COc1cc2c(cc1OC)-c1cc(NC3CCCCCCC3)nc(=O)n1CC2`?
TAG inh: 18; TAG inh DAPI viability: -6

What do the screens show for `Cc1ccc(C(C)C)c(OCC(=O)NNC(=O)Cc2ccc(S(=O)(=O)N3CCOCC3)s2)c1`?
TAG inh: 6; TAG inh DAPI viability: 4

How did CCNC(=O)N(CC)C[C@H]1N[C@@](Cc2ccccc2)(C(=O)OC)[C@H]2C(=O)N(Cc3ccccc3)C(=O)[C@@H]12 do in these assays?
TAG inh: 8; TAG inh DAPI viability: -11

In the list so far, 2 have a Cl atom.
Results for Cc1c(Cl)cccc1NC(=O)C1NC(=O)CC1c1ccccc1 (stereo not drawn) ?
TAG inh: -2; TAG inh DAPI viability: 8

What do the screens show for `O/N=C/c1ccccc1OCc1ccccc1Cl`?
TAG inh: -11; TAG inh DAPI viability: -1

The results go on.
What do the screens show for `CCN(CC(=O)Nc1ccc(NC(C)=O)cc1)C(=O)C1(c2ccccc2)CC1`?
TAG inh: 20; TAG inh DAPI viability: -4

How did N#CCSc1nccc(-c2cc(Cl)sc2Cl)n1 do in these assays?
TAG inh: 13; TAG inh DAPI viability: 5

What do the screens show for `COc1ccc(NC(=O)C2CCCN2C(=O)OC(C)(C)C)cc1` (stereo not drawn)?
TAG inh: -10; TAG inh DAPI viability: 2

How did O=C(OCn1nnc2ccccc2c1=O)C1=COCCO1 do in these assays?
TAG inh: 19; TAG inh DAPI viability: 3

Results for O=S(=O)(c1cccc(F)c1)N1CCCN(c2ccc(C(F)(F)F)cn2)CC1 ?
TAG inh: -24; TAG inh DAPI viability: 5

How did Cc1ccc2nc3c(cc2c1)c(NC(=O)c1ccco1)nn3CC(C)C do in these assays?
TAG inh: -10; TAG inh DAPI viability: 20

Results for C=CCN(c1ccccc1OC)S(=O)(=O)c1cccc(C(=O)NCc2cccs2)c1 ?
TAG inh: -18; TAG inh DAPI viability: -7

Results for O=C(NCc1ccccc1C(F)(F)F)C1CC(c2cccc(F)c2)=NO1 (stereo not drawn) ?
TAG inh: -4; TAG inh DAPI viability: -8

Results for CC(=O)N(C(C)=O)c1nc2nc(C)cc(C)n2n1 ?
TAG inh: 10; TAG inh DAPI viability: -4

What do the screens show for `COc1ccc(-c2cc3c(=O)n(CC(=O)NCCCc4ccccc4)ncn3n2)cc1`?
TAG inh: 13; TAG inh DAPI viability: -2

What do the screens show for `Cc1ccc(S(=O)(=O)N2CCOCC2)cc1NC(=O)Cn1c(=O)ccn(Cc2ccccc2)c1=O`?
TAG inh: -3; TAG inh DAPI viability: -4

How did C/C(=N\Nc1ccccc1Cl)c1ccc(-n2ccnc2)cc1 do in these assays?
TAG inh: -27; TAG inh DAPI viability: -8

Results for Cc1nc(N)sc1N=Nc1ccc(Br)cc1 ?
TAG inh: 12; TAG inh DAPI viability: -23

What do the screens show for `OCC1(Cc2ccccc2)CCCN(C2CCCC2)C1` (stereo not drawn)?
TAG inh: -15; TAG inh DAPI viability: 5

How did Cc1cccc(OCc2nnc(SCC(=O)c3c(N)n(C4CC4)c(=O)[nH]c3=O)o2)c1 do in these assays?
TAG inh: -27; TAG inh DAPI viability: 2

How did CCCCCOc1ccc(NC(=O)CCCC(=O)O)cc1 do in these assays?
TAG inh: -4; TAG inh DAPI viability: 2

What do the screens show for `O=c1cc(O)c2c(=O)n(-c3ccccc3)c3ccccc3c2o1`?
TAG inh: -5; TAG inh DAPI viability: -10

How did O=C(CC1CCCC1)N1CCN(S(=O)(=O)c2cccc(Br)c2)CC1 do in these assays?
TAG inh: 2; TAG inh DAPI viability: 7

How did COC(=O)c1ccc(S(=O)(=O)NCCc2ccccc2OC)n1C do in these assays?
TAG inh: 7; TAG inh DAPI viability: -4

How did COc1ccc(OC)c(CCNC(=O)c2ccc(NC3=NC4CS(=O)(=O)CC4S3)cc2)c1 (stereo not drawn) do in these assays?
TAG inh: 2; TAG inh DAPI viability: -4

How did CC(C)CCN(C(=O)CNC(=O)c1cccs1)C(C(=O)NC1CCCC1)c1ccncc1 (stereo not drawn) do in these assays?
TAG inh: -11; TAG inh DAPI viability: 14

Results for CCOC(=O)c1ccc(NC(=O)CNNC(=O)COc2ccccc2C)cc1 ?
TAG inh: 7; TAG inh DAPI viability: -3

Results for O=C(N/N=C/c1ccccc1[N+](=O)[O-])c1ccc(CN2CCOCC2)cc1 ?
TAG inh: -22; TAG inh DAPI viability: -3

Results for COc1ccc(OC)c(C(=O)COC(=O)c2ccc(C)o2)c1 ?
TAG inh: -23; TAG inh DAPI viability: 5

How did CN1C(=O)[C@H]2[C@@H](/C=C/c3ccccc3)N3C(=O)CN(CCO)C(=O)[C@@]3(Cc3ccccc3)[C@H]2C1=O do in these assays?
TAG inh: 2; TAG inh DAPI viability: 3

How did O=C(Nc1ccc(Cl)c(S(=O)(=O)N2CCOCC2)c1)c1ccc(Cl)nc1 do in these assays?
TAG inh: 9; TAG inh DAPI viability: -9

Results for OC1(c2cccc(C(F)(F)F)c2)CCN(Cc2nc(-c3cnccn3)no2)CC1 ?
TAG inh: 4; TAG inh DAPI viability: 3

What do the screens show for `CSC[C@H]1CN(c2ccc(Br)cc2)C(=O)[C@@H]1CC(=O)Nc1ccccc1`?
TAG inh: -1; TAG inh DAPI viability: 6

Results for COc1cc(S(=O)(=O)N2CCCC2)c(C)cc1C ?
TAG inh: -9; TAG inh DAPI viability: 2

Results for Cc1cc(-c2nn(-c3ccccc3F)cc2CN2CCN(c3ccccn3)CC2)c(C)s1 ?
TAG inh: -32; TAG inh DAPI viability: 26

How did COc1ccc2nc(SCC(=O)NCc3ccc4c(c3)OCO4)[nH]c2c1 do in these assays?
TAG inh: -8; TAG inh DAPI viability: 8

Results for CCOc1ccccc1NC(=S)NCCc1ccc(F)cc1 ?
TAG inh: -14; TAG inh DAPI viability: 4

Results for COc1ccccc1N1CCN(CC(=O)c2ccc3ccn(C(C)=O)c3c2)CC1 ?
TAG inh: 6; TAG inh DAPI viability: -13

What do the screens show for `Cc1cc(Br)ccc1SCC(=O)NNC(=O)c1ccco1`?
TAG inh: 5; TAG inh DAPI viability: 1

How did O=C(CCCn1c(=S)[nH]c2ccsc2c1=O)Nc1ccc(F)cc1 do in these assays?
TAG inh: 13; TAG inh DAPI viability: -6

Results for Cc1ccc(NC(=O)c2nc[nH]c2C(=O)N2CCN(C(=O)OC(C)(C)C)CC2)cc1 ?
TAG inh: 31; TAG inh DAPI viability: -22

Results for O=C(O)CCC(NC(=S)Nc1ccccc1)C(=O)O (stereo not drawn) ?
TAG inh: -10; TAG inh DAPI viability: 8

What do the screens show for `COc1cccc(CNS(=O)(=O)c2cc(Br)ccc2Br)c1`?
TAG inh: -13; TAG inh DAPI viability: 5

How did COc1ccc(S(=O)(=O)N2CCCCC2)cc1NC(=O)c1ccccc1 do in these assays?
TAG inh: -8; TAG inh DAPI viability: -2

Results for CCNc1nc(NC(C)CC)nc(ON=C(C)C)n1 (stereo not drawn) ?
TAG inh: 0; TAG inh DAPI viability: -8

How did CC1(C(=O)NS(=O)(=O)c2ccc(Cl)cc2)CCN1C(=O)COc1ccc(Cl)cc1 (stereo not drawn) do in these assays?
TAG inh: -5; TAG inh DAPI viability: 4

How did Cc1ccc(N(CC(=O)N/N=C/c2cccc(Br)c2)S(C)(=O)=O)cc1 do in these assays?
TAG inh: -12; TAG inh DAPI viability: 2

How did O=C(Nc1cc(S(=O)(=O)N2CCCC2)ccc1Cl)c1cc(F)c(F)c(F)c1F do in these assays?
TAG inh: -1; TAG inh DAPI viability: -13

How did CC1(C(=O)NCc2cccc3ccccc23)CCN1Cc1ccc(OC(F)(F)F)cc1 (stereo not drawn) do in these assays?
TAG inh: -73; TAG inh DAPI viability: 2

How did CCCNC(=O)C1(CC2CC(c3ccccc3)=NO2)CCN(C(=O)C2CCCC2)CC1 (stereo not drawn) do in these assays?
TAG inh: 6; TAG inh DAPI viability: 4

How did C=CCSc1n[nH]c2nc3c(c(=O)n12)C1(CCCC1)Cc1ccccc1-3 do in these assays?
TAG inh: 15; TAG inh DAPI viability: -16

What do the screens show for `CCOc1ccc(N(CC(=O)Nc2ccccc2C)S(=O)(=O)c2c(C)noc2C)cc1`?
TAG inh: 70*; TAG inh DAPI viability: -40*

How did CN(CCC#N)c1ccc(C=C(C#N)c2ccc(Br)cc2)cc1 do in these assays?
TAG inh: -1; TAG inh DAPI viability: -7

What do the screens show for `S=C(Nc1ccc(Cl)cc1Cl)N1CCN(c2ccccn2)CC1`?
TAG inh: -2; TAG inh DAPI viability: 5

What do the screens show for `Cn1nnnc1NCc1ccc(Cl)cc1`?
TAG inh: 1; TAG inh DAPI viability: -1

What do the screens show for `Cc1nonc1NC(=O)CSc1nnc(-c2ccoc2C)n1C`?
TAG inh: 14; TAG inh DAPI viability: -8

Results for O=C1C2C3C=CC(CC3)C2C(=O)N1c1ccc(F)cc1 (stereo not drawn) ?
TAG inh: 6; TAG inh DAPI viability: -3

How did O=C(CCc1nc2ccccc2c(=O)[nH]1)NNC(=O)COc1ccccc1Cl do in these assays?
TAG inh: 5; TAG inh DAPI viability: -11

Results for Cc1ccc(C(C)C)c(OCCN2CCc3ccccc3C2)c1 ?
TAG inh: -8; TAG inh DAPI viability: -1

Results for CCn1nnc2cc(C(=O)Nc3cc(S(C)(=O)=O)ccc3Cl)ccc21 ?
TAG inh: -11; TAG inh DAPI viability: 4

What do the screens show for `CC1(C)CC(=O)C2=C(C1)N(CCN1CCOCC1)C1=C(C(=O)CC(C)(C)C1)C2c1ccc(Cl)c([N+](=O)[O-])c1`?
TAG inh: 1; TAG inh DAPI viability: -6

Results for CCOC(=O)C1=C(C)N(CCCC(=O)O)C(=O)NC1c1ccccc1OS(=O)(=O)c1ccccc1[N+](=O)[O-] (stereo not drawn) ?
TAG inh: 6; TAG inh DAPI viability: -13

Results for S=C(Nc1ccc(CN2CCCCC2)cc1)Nc1cccc(Cl)c1Cl ?
TAG inh: 3; TAG inh DAPI viability: 7

How did CN(CC(=O)NC1CCN(Cc2ccccc2)CC1)S(=O)(=O)c1ccc(Cl)cc1 do in these assays?
TAG inh: -20; TAG inh DAPI viability: 3

How did O=C(NCCN1CCOCC1)c1c(F)c(F)c(F)c(F)c1F do in these assays?
TAG inh: 10; TAG inh DAPI viability: -7

How did COc1ccc(OCCC(=O)OCC(=O)NCc2ccc(F)cc2)cc1 do in these assays?
TAG inh: 5; TAG inh DAPI viability: -4

What do the screens show for `CC(=O)Nc1nc(C)c(-c2csc(Nc3ccc(S(N)(=O)=O)cc3)n2)s1`?
TAG inh: 6; TAG inh DAPI viability: inactive

What do the screens show for `CCOc1ccc(-n2c(C)c(C(C)=O)c(C(C)=O)c2C)cc1`?
TAG inh: 11; TAG inh DAPI viability: 4

Grouped by structure: those above with a tert-butyl group
What do the screens show for `COc1ccc(NC(=O)C2CCCN2C(=O)OC(C)(C)C)cc1` (stereo not drawn)?
TAG inh: -10; TAG inh DAPI viability: 2

Results for Cc1ccc(NC(=O)c2nc[nH]c2C(=O)N2CCN(C(=O)OC(C)(C)C)CC2)cc1 ?
TAG inh: 31; TAG inh DAPI viability: -22

Arranged by length of the SMILES (smallest number first): part of the list above.
How did CN(CCC#N)c1ccc(C=C(C#N)c2ccc(Br)cc2)cc1 do in these assays?
TAG inh: -1; TAG inh DAPI viability: -7

How did Cc1ccc(N(CC(=O)N/N=C/c2cccc(Br)c2)S(C)(=O)=O)cc1 do in these assays?
TAG inh: -12; TAG inh DAPI viability: 2

Results for CCOC(=O)C1=C(C)N(CCCC(=O)O)C(=O)NC1c1ccccc1OS(=O)(=O)c1ccccc1[N+](=O)[O-] (stereo not drawn) ?
TAG inh: 6; TAG inh DAPI viability: -13

The list is partial; the hit share may differ from the screen's.
